# HDAC3 inhib = HDAC3 deacetylase inhibitors, primary screen, biochemical, fluorescence, cell-free homogeneous. recombinant HDAC3, fluorogenic peptide/trypsin coupled. Histone deacetylase 3 (Homo sapiens), O15379. 320,000 compounds, 0.15% hits. inhibition, % at 8.3 µM; in the data active = inhibition above about 26%, passing the limit was not always enough; inconclusive = no clear call, values can overlap the other calls
# Dyrk1A ADPGlo = rat Dyrk1A kinase inhibitors, primary screen, biochemical, single point, plate reader | ADP-Glo luminescence, NFATc1 peptide | inhibition, % at 12.5 µM | 310,000 compounds, 0.43% hits | AID 504441, 2011; in the data active = inhibition above about 50%;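 note: plate controls were vehicle with enzyme for no effect and no enzyme for full effect; many of its hits are not listed in these tables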
# KCNK9 block = KCNK9 potassium channel inhibitors, primary screen, HEK293 cells, thallium flux; Potassium channel subfamily K member 9 (Homo sapiens), Q9NPC2; FluxOR thallium flux fluorescence; hits give low values; B-score at 10 µM; 310,000 compounds, 1.2% hits; AID 488922, 2010;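 active = ratio B-score over 3 SD below the library mean, with starting fluorescence within 5 SD of its mean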;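 note: negative B-score means less thallium flux so channel inhibition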
# Target sequence (Q9NPC2 whole entry, looked up): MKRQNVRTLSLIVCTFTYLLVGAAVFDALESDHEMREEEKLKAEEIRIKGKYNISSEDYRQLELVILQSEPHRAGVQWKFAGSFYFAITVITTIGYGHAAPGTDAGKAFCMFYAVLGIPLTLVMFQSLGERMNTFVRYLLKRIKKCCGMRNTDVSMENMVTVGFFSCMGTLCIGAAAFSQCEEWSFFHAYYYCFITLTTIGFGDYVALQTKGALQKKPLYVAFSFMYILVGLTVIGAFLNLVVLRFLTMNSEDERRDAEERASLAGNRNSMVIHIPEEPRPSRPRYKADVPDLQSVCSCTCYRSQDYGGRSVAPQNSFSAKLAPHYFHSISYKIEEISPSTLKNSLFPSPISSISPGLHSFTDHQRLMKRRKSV
# ANO1 block = TMEM16A chloride channel inhibitors, primary screen, cell-based, HTS. HEK293 TMEM16A/YFP iodide influx fluorescence, ionomycin. AID 588511, 2011. 310,000 compounds, 1.2% hits. normalized B-score (activity score, 25-100; higher = stronger inhibition) at 10 µM;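 active = ratio plate-corrected score three or more library SD toward inhibition, starting fluorescence score within five deviations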;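 note: score derived from kinetic fluorescence span divided by baseline fluorescence per well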
# hERG protect = hERG rescue from dofetilide block, primary screen, cell-based, CHO-hERG, FluxOR thallium flux, dofetilide IC70; dofetilide IC70 present; activation (rescue from dofetilide block), less the hit threshold, % at 10 µM; 310,000 compounds, 0.51% hits;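 active = activation above the mean of controls blocked by dofetilide plus 5 SD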;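 note: thallium influx through hERG after potassium depolarization seen as dye fluorescence rise; in these data hits start at about 4.7%; inactives centre near -7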
# TRPC4 PAM = positive allosteric modulators of TRPC4, primary screen, cell-based, mouse TRPC4beta, HEK293 mu-opioid, Fluo-4 calcium; B-score at 10 µM; AID 2227, 2009; 310,000 compounds, 0.42% hits; Short transient receptor potential channel 4 (Mus musculus), Q9QUQ5; DAMGO EC20, Fluo-4 Ca2+ flux; hits give high values;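 active = B-score of calcium response area above 5 SD of library B-scores, with initial fluorescence ratio within 5 SD of library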;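 note: B-score of integrated fluorescence ratio over time as area under calcium response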
# KCNQ1 pot = potentiators or activators of KCNQ1 channel, primary screen, cell-based, thallium flux, high-throughput; AID 2648, 2010; CHO-K1 KCNQ1, thallium flux FluxOR fluorescence; hits give high values; B-score at 10 µM; 310,000 compounds, 0.35% hits;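 active = fluorescence ratio B-score, a plate-corrected score, at least three library SD, with initial intensity B-score within 5 SD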
# Target sequence (P51787 whole entry, looked up): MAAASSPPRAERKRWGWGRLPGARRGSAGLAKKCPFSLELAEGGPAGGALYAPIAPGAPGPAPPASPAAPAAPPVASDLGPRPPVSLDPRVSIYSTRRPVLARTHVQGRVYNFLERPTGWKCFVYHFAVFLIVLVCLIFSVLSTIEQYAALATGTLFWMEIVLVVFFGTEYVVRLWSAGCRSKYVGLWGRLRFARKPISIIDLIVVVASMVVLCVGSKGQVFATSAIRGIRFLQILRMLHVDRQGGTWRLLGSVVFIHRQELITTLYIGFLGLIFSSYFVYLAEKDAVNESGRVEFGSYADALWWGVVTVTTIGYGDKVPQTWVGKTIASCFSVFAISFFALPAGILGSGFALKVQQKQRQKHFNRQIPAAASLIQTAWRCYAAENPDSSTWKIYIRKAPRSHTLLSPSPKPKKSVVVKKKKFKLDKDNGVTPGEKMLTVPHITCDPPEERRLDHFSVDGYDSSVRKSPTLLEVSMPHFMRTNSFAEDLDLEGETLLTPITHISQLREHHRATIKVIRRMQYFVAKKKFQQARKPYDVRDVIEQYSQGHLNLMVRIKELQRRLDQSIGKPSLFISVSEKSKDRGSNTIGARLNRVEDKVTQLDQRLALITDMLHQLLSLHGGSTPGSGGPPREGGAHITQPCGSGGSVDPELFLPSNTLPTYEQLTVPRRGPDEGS
#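 Schedule – 37 °C overnight plating, 90-min dark dye load, 20-min compound pretreatment · System – stable KCNQ1 CHO-K1 line · Probe or stimulus – thallium- and potassium-containing depolarizing buffer · Measured by – kinetic FluxOR fluorescence, 10 s baseline plus 110 s post-stimulus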
# KCNQ1 inh = inhibitors of human KCNQ1 channel, primary screen, cell-based, thallium flux, high-throughput | Potassium voltage-gated channel subfamily KQT member 1 (Homo sapiens), P51787 | CHO-K1 KCNQ1, FluxOR thallium flux fluorescence; hits give high values | B-score at 10 µM | 310,000 compounds, 1.3% hits;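 active = compounds whose thallium flux B-score, printed positive for inhibition, exceeds three library SD while starting fluorescence stays within three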;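 note: channel opened by potassium depolarization with thallium stimulus after 20 min compound exposure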
# TRPC4 act = activators of mouse TRPC4 channel, primary screen, Fluo4 calcium, HEK293 TRPC4beta/mu-opioid cells; Short transient receptor potential channel 4 (Mus musculus), Q9QUQ5; Fluo4 calcium fluorescence; hits give high values; B-score at 10 µM; 310,000 compounds, 0.49% hits; AID 2237, 2010;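 active = B-score above 5 SD of library B-scores, and initial fluorescence ratio not above library mean plus 5 SD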;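 note: positive B-score marks a calcium rise read as TRPC4 activation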
#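 Test system: HEK293 cells stably co-expressing mouse TRPC4beta and mu-opioid receptor | Schedule: Fluo4 dye loading 45 min at room temperature, 110 s recording | Measured by: Kinetic Fluo4 calcium fluorescence, 5 s baseline at 1 Hz | Evaluation: B score of integrated ratio | Controls: Buffer (low) and maximal DAMGO (high)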
# KCNK3 block = human KCNK3 channel inhibitors, primary screen, CHO cells, FluxOR thallium flux, B-score; Potassium channel subfamily K member 3 (Homo sapiens), O14649; FluxOR fluorescence; hits give low values; B-score at 10 µM; 340,000 compounds, 0.84% hits; AID 602410, 2012;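 active = B-score under library mean minus 4 SD, starting fluorescence ratio at most library mean plus 5 SD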;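 note: more negative B-score means stronger inhibition of thallium flux through KCNK3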
# ANO1 activ = TMEM16A chloride channel activators or potentiators, primary screen, cell-based, HTS; Anoctamin-1 (Mus musculus), Q8BHY3; HEK293 TMEM16A/YFP-H148Q/I152L, iodide quench fluorescence; hits give low values; B-score at 10 µM; 340,000 compounds, 0.3% hits;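 active = fluorescence-ratio B-score plate-corrected deviation score at least 3 library SD below zero, with starting fluorescence score within 5 deviations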;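 note: channel opened by trigger with iodide after compound preincubation; score built on the fluorescence ratio of max minus min over baseline; more negative score means more quench and so TMEM16A activation or potentiation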
# Numbers without * were called inactive; i = inactive; ? = inconclusive; . = not tested or not shown.
# Screens in order – HDAC3 inhib	Dyrk1A ADPGlo	KCNK9 block	ANO1 block	hERG protect	TRPC4 PAM	KCNQ1 pot	KCNQ1 inh	TRPC4 act	KCNK3 block	ANO1 activ
- Cc1cc(O)c(-c2cc(C(=O)NCCc3ccc(S(N)(=O)=O)cc3)[nH]n2)cc1C
→ 8	-1	i	i	-14	i	i	i	i	i	i
- Cc1ccc(N2CCN(C(=O)NC3CCCCC3)CC2C)cc1 (stereo not drawn)
→ 5	-6	i	i	-10	i	i	i	i	i	i
- CC(=O)Nc1ccc(-c2nc3ccc(NC(C)=O)cc3o2)cc1
→ .	-2	i	i	-4	i	i	i	i	i	i
- COc1cc(C(=O)NCC(=O)N/N=C\C(C)=C/c2ccccc2)cc(OC)c1OC
→ 1	5	i	i	-11	i	i	i	i	i	i
- Cn1nccc1C(=O)NC(=S)Nc1cc(Cl)cc(Cl)c1
→ 0	0	i	i	-3	i	i	i	i	i	i
- CCN(CC)c1nc(N)nc(N(c2ccccc2)c2ccccc2)n1
→ 11	-1	i	i	-2	i	i	i	i	i	i
- Cn1cc(-c2ccccc2C(=O)O)c(=O)c2ccccc21
→ 0	-4	i	i	-4	i	i	i	i	i	i
- Cc1cc(C)nc(Sc2ccc3nnc(C(F)(F)C(F)(F)C(F)(F)F)n3n2)n1
→ 1	15	i	i	-3	i	i	i	i	i	i
- O=C(C1CCCCC1)N1CCN(c2nc(-c3ccc(F)cc3)cs2)CC1
→ 5	-6	i	i	-7	i	i	i	i	i	i
- CC1CCc2c(nc3ncnn3c2NCCc2ccccc2F)C1 (stereo not drawn)
→ -6	7	i	i	-14	i	i	i	i	i	i
- CN(C)S(=O)(=O)c1ccc(N2CCCC2)c(C(=O)NCc2cccc(C(F)(F)F)c2)c1
→ 3	3	i	i	-1	i	i	i	i	i	i
- O=C(Nc1ccc2c(c1)CCC2)c1cnn2c1NC(c1ccco1)CC2C(F)(F)F (stereo not drawn)
→ -3	2	.	i	.	.	.	.	.	i	i
- CCC(C(=O)Nc1ccc(C(=O)Nc2ccccc2C(=O)O)cc1)c1ccccc1 (stereo not drawn)
→ 1	5	i	i	-20	i	i	i	i	i	i
- CCN(CC)c1ccc(NC(=O)CCCCC(=O)Nc2ccc(N(CC)CC)cc2)cc1
→ -6	5	i	i	-6	i	i	i	i	i	i
- CC(C)(C)c1ccc(C(=O)N/C(=C\c2ccco2)C(=O)O)cc1
→ 3	-6	i	i	-6	i	i	i	i	i	i
- N#Cc1ccc(CSc2nnc(-c3cccc(S(=O)(=O)N4CCCCC4)c3)o2)cc1
→ 9	-3	i	i	-6	i	i	i	i	i	i
- O=C(CSc1ncnc2c1oc1ccccc12)Nc1cccc(Cl)c1
→ -1	-3	i	i	-6	i	i	i	i	i	i
- CCCCNC(=O)C(C#N)c1nc2ccccc2nc1N1CCN(c2ccccc2F)CC1 (stereo not drawn)
→ -7	-4	i	i	-13	i	i	i	i	i	i
- CCCn1c(NC(=S)Nc2ccccc2)nc2ccccc21
→ 1	-3	i	i	-2	i	i	i	i	i	i
- O=c1c2ccccc2nnn1CSc1nnc(-c2cccc(S(=O)(=O)N3CCCCC3)c2)o1
→ 1	4	i	i	-11	i	i	i	i	i	i
- CC(C)N(C(=O)N1CCC(c2nc(-c3ccncc3)no2)CC1)C(C)C
→ 6	2	i	i	-3	i	i	i	i	i	i
- CCN1C(=O)C(CC(=O)Nc2ccc(OC)cc2)N(CCCN2CCN(c3ccc(OC)cc3)CC2)C1=S (stereo not drawn)
→ -5	1	i	i	-12	i	i	i	i	i	i
- CCCN(Cc1cc2cc(C)ccc2[nH]c1=O)C(=O)c1ccccn1
→ 3	-3	i	i	-8	i	i	i	i	i	i
- Cn1nc(OCCOc2ccccc2)ccc1=O
→ 8	1	i	i	-5	i	i	i	i	i	i
- O=C(/C=C/c1ccncc1)c1cc(Cl)ccc1O
→ -5	6	i	i	-10	i	i	i	i	i	i
- O=C(N[C@H](Cc1ccc(Cl)cc1)C(=O)O)OCC1c2ccccc2-c2ccccc21
→ 2	-12	i	i	-13	i	i	i	i	i	i
- CCOC(=O)c1[nH]cnc1C(=O)Nc1ccccc1OC
→ 1	2	i	i	-17	i	i	i	i	i	i
- CC1CCN(CC(=O)NC2CCCCC2)CC1
→ 1	-2	i	i	-7	i	i	i	i	i	i
- NC(=O)[C@@H]1CC2(CC(c3cccc(NC(=O)CC(c4ccccc4)c4ccccc4)c3)=NO2)CN1C(=O)[C@@H]1CCC(=O)N1 (stereo partly drawn)
→ ?	1	i	i	0	i	i	i	i	i	i
- COc1ccc(CN2CCN(C(=O)c3ccc(-c4ccccc4)cc3)CC2)c(OC)c1OC
→ 6	-2	i	i	-7	i	i	i	i	i	i
- CCN=C1SC(CC(=O)NC(N)=O)C(=O)N1CC (stereo not drawn)
→ 4	-3	i	i	-8	i	i	i	i	i	i
- Cc1ccc(S(=O)(=O)Nc2ccc(C(=O)Nc3cc(C)on3)cc2)cc1
→ -11	2	i	i	-5	i	i	i	i	i	i
- Cc1cccc2cc3cccc(C)c3nc12
→ 1	4	i	i	-5	i	i	i	i	i	i
- CCOc1ccccc1N(CC(=O)NC(C)(C)C)C(=O)CCC(=O)Nc1nccs1
→ 3	-5	i	i	-8	i	i	i	i	i	i
- Cc1ccc2nc(-c3cccc(S(=O)(=O)N4CCCC4)c3)cn2c1
→ 3	.	i	i	-3	i	i	i	i	i	i
- O=C(CCCC(=O)N1CCN(c2ccccc2F)CC1)c1ccccc1
→ -2	5	i	i	-10	i	i	i	i	i	i
- Cc1cc(C)n(-c2ccc(Cl)c(C(=O)O)n2)n1
→ -8	-4	i	i	-8	i	i	i	i	i	i
- N#Cc1c(N2CCCCC2)nc(N2CCCCC2)c2c1CCN(Cc1ccccc1)C2
→ -15	11	i	i	-19	i	i	i	i	i	i
- Cc1ccc(S(=O)(=O)NCC(=O)N(CC(=O)NCc2ccco2)Cc2ccccc2)cc1
→ 0	7	i	i	-10	i	i	i	i	i	i
- CCN(CC)C(=S)Nc1ccc(OC(F)F)cc1
→ -1	.	i	i	-17	i	i	i	i	i	i
- CC(=O)Nc1ccc(S(=O)(=O)Nc2nc3ccccc3nc2Nc2cccc(S(N)(=O)=O)c2)cc1
→ -26	1	i	i	-7	i	i	i	i	i	i
- CC1CC(C)(C)NC(=S)N1CC(=O)NCc1ccccc1Cl (stereo not drawn)
→ 0	-6	i	i	1	i	i	i	i	i	i
- NC1=NN=C(c2ccc3c(c2)OCCO3)CS1
→ 49*	.	i	i	-3	i	i	i	i	i	i
- COc1ccc(CNC(=O)C2CCCN(c3nccc(C)n3)C2)cc1 (stereo not drawn)
→ 1	2	i	i	-9	i	i	i	i	i	i
- COc1ccc(CN(C)CC(O)COC(c2ccc(OC)cc2)c2ccc(OC)cc2)cc1 (stereo not drawn)
→ -1	-1	i	i	-17	i	i	i	i	i	i
- O=C(CN1CCN(c2ccccc2)CC1)Nc1scc2c1c(=O)oc1ccccc12
→ -4	6	i	i	-9	i	i	i	i	i	i
- N#CCCn1nc(Cc2cccc3ccccc23)c(C#N)c1N
→ 14	21	i	i	-2	i	i	i	i	i	i
- CCOc1cc(OCC)cc(C(=O)NC(=S)Nc2cccc(C(F)(F)F)c2)c1
→ 4	6	i	i	-3	i	i	i	i	i	i
- Cc1ccnc(NC(=O)CCC(=O)N(CC(=O)NCc2ccc(F)cc2)c2cccc(F)c2)c1
→ 6	-5	i	i	-5	i	i	i	i	i	i
- CN(CC(=O)Nc1ccc(Cl)cc1)C(=O)CNC(=O)c1ccc2ccccc2c1
→ 7	2	i	i	-1	i	i	i	i	i	i

# The listing continues:
# Screens in order – HDAC3 inhib	Dyrk1A ADPGlo	KCNK9 block	ANO1 block	hERG protect	TRPC4 PAM	KCNQ1 pot	KCNQ1 inh	TRPC4 act	KCNK3 block	ANO1 activ
- CC(NC(=O)CCc1c[nH]c2ccccc12)c1ccccc1 (stereo not drawn)
→ 3	-2	i	i	-6	i	i	i	i	i	i
- CCc1ccc(NC(=O)CC2NCCNC2=O)cc1 (stereo not drawn)
→ 5	-2	i	i	-5	i	i	i	i	i	i
- CC1CCCCN1C(=O)C1CCN(c2nc(-c3ccccc3)nc3c2CCC3)CC1 (stereo not drawn)
→ 5	.	i	i	-14	i	i	i	i	i	i
- COc1ccc(Cn2c(=O)[nH]c3cc(C(=O)NCCCN4CCCC4)ccc3c2=O)cc1
→ 3	-1	i	i	-14	i	i	i	i	i	i
- COC(=O)C1=C(C(=O)OC)[C@@H]2N(C)c3ccccc3[C@@]23C[C@@H](CO)N(C(=O)C2CCC2)C3=N1
→ 2	4	i	i	-3	i	i	i	i	i	i
- Cc1ccc2c(CC(=O)OC(C)C(=O)Nc3ncc(Cl)cc3Cl)coc2c1 (stereo not drawn)
→ .	2	i	i	-6	i	i	i	i	i	i
- CSc1sc(C(=O)NNC(C)=O)c2c1C=CCC2
→ -9	.	i	i	-9	i	i	i	i	i	i
- COc1ccc(-c2cc(N)n(S(=O)(=O)c3ccc(F)cc3)n2)cc1OC
→ 1	-1	i	i	-6	i	i	i	i	i	i
- CN(C)Cc1cc(C(C)(C)C)c(O)c(C(C)(C)C)c1
→ -5	-2	i	i	-9	i	i	i	i	i	i
- CCCn1nc(NC(C)=O)c2cc3cccc(C)c3nc21
→ -10	3	i	i	-1	i	i	i	i	i	i
- O=C(Nc1cccnc1)c1cc(-c2ccccc2)on1
→ 7	6	i	i	-1	i	i	i	i	i	i
- O=C(CCNS(=O)(=O)c1ccccc1)N1CCOCC1
→ -8	-4	i	i	-4	i	i	i	i	i	i
- CS(=O)(=O)Oc1ccc(Br)cc1/C=C1/N=C(c2ccco2)OC1=O
→ -6	-7	i	i	-8	i	i	i	i	i	i
- Cn1c(=O)c2c(nc(SCC(=O)NCc3ccc4c(c3)OCO4)n2Cc2ccc(F)cc2)n(C)c1=O
→ -1	5	i	i	-5	i	i	i	i	i	i

# Some of the compounds tested, so the mix of outcomes need not match the whole.
